H1N1 NS1A inhibition: NS1A inhibition, H1N1 influenza, cell based functional assay (AID 504329). NS1A functional cell-based assay, percent inhibition; higher % means a stronger effect. inhibition, % at 12.5 µM; hits with a dose series show IC50 in µM. actives 0.3% (n = 340,000); in the data active = a potency from the dose series; inconclusive = inhibition above about 27% without an active follow-up result; also: strong numbers were not always called active
VEEV TC-83 Vero: inhibitors of VEEV TC-83 cytopathic effect, confirmation, Vero cells (AID 588727); Vero cells, VEEV TC-83 cytopathic effect inhibition; higher % means a stronger effect; inhibition, % at 20 µM, or IC50 in µM where a hit was titrated; actives 0.13% (n = 350,000); in the data active = a potency from the dose series; inconclusive = inhibition mostly from about 14% at the one dose, without a potency; inactive = the rest, 99 in 100 with inhibition below about 12%; also: strong numbers were not always called active
M. tuberculosis HTS: M. tuberculosis growth inhibition, HTS (AID 449762); M. tuberculosis H37Rv growth inhibition, 7H9 media; higher % means a stronger effect; actives 0.59% (n = 330,000); inhibition, % at 25 µM, or IC50 in µM where a hit was titrated; in the data active = a potency from the dose series; inconclusive = inhibition above about 70% without an active follow-up result;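 also: bacterial growth assessed after seven days of incubation; strong numbers were not always called active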
PhoP GFP inhibition: PhoP regulon inhibitors, Salmonella typhi PhoP promoter GFP reporter, confirmatory (AID 1850); Salmonella Typhi PhoP-promoter GFP reporter, fluorescence, 4 h; higher % means a stronger effect; inhibition, % at 50 µM; hits with a dose series show IC50 in µM; actives 0.33% (n = 310,000); in the data active = a potency from the dose series; inconclusive = inhibition mostly from about 25% at the one dose, without a potency; inactive = the rest, 99 in 100 with inhibition below about 19%;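 also: 0% = induced wells with vehicle and 100% = uninduced wells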
M. tuberculosis: growth inhibition of non-replicating M. tuberculosis (AID 488890); actives 0.39% (n = 320,000); inhibition, % at 25 µM, or IC50 in µM where a hit was titrated; Mycobacterium tuberculosis non-replicating, growth inhibition; higher % means a stronger effect; in the data active = a potency from the dose series; inconclusive = inhibition mostly from about 82% at the one dose, without a potency; inactive = the rest, 99 in 100 with inhibition below about 76%;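 also: plate controls were DMSO cells for no effect and high antibiotic wells for full effect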
VEEV TC-83 Vero 10K pilot screen: recorded beside VEEV TC-83 Vero, whose call it bears; inhibition, %; measured here: 10K pilot screen inhibition
* hit, by the source's call; i = inactive; ? = inconclusive; nt = no result given. Rows were taken by chance; about 1.4% have a hit in one of these screens.

SMILES | H1N1 NS1A inhibition | VEEV TC-83 Vero | M. tuberculosis HTS | PhoP GFP inhibition | M. tuberculosis | others
O=C(CC1C(=O)NCCN1Cc1cccc(Oc2ccccc2)c1)NCCc1cscn1 (configuration not stated) | -5% | 1.0% | -7% | -10% | 8%
Cc1ccc(NC(=O)c2ccccc2F)c(NC(=O)c2ccccc2F)c1 | -3% | 7.9% | 3% | -2% | 1%
Cc1ccc(S(=O)(=O)Nc2nsc(N)n2)cc1 | -1% | i | -25% | 1% | -5% | VEEV TC-83 Vero 10K pilot screen=1.0
CCC(C(=O)OCCOCCN(CC)CC)c1ccccc1 (configuration not stated) | nt | 0.3% | 6% | 5% | -9%
CCN1CCN(c2ccc(S(=O)(=O)N3CCOCC3)cc2NC(=O)c2ccc(OCC(C)C)cc2)CC1 | -8% | 4.3% | nt | nt | nt
COc1ccc(N2CCN(S(=O)(=O)Cc3ccccc3)CC2)cc1 | -3% | 1.3% | 0% | -14% | -6%
O=C(C1CCCN(S(=O)(=O)c2cccc3nsnc23)C1)N1CCCCCC1 (configuration not stated) | 1% | 0.8% | 1% | -16% | 19%
O=C(COC(=O)c1ccc(F)cc1Cl)NC1CCS(=O)(=O)C1 (configuration not stated) | 0% | 0.5% | -9% | nt | -13%
O=C(CN(Cc1ccccc1)S(=O)(=O)c1cccc(C(F)(F)F)c1)NC1CCCCC1 | -7% | 0.3% | -5% | -9% | -15%
CC(=O)c1ccc(S(=O)(=O)NCc2nnnn2-c2ccccc2)cc1 | 2% | 1.1% | -7% | 2% | 11%
COc1ccccc1OCc1cc(C(=O)NCCN2CCCC(O)C2)no1 (configuration not stated) | -3% | 2.7% | -9% | -4% | 4%
CCn1c(CNc2ccc(Cl)cc2)nnc1SCc1ccccc1 | 5% | 5.0% | 0% | 4% | 46%
CCOC(=O)C1=C(CSc2nncn2C)NC(=O)NC1c1cc(OCC)ccc1OCC (configuration not stated) | -5% | i | -9% | 13% | -6%
COc1cc(CCC(=O)OCC(=O)Nc2c(C)cc(C)cc2C)cc(OC)c1OC | -6% | 2.2% | -10% | -4% | 15%
O=C(COC(=O)CNS(=O)(=O)/C=C/c1ccccc1)Nc1cc(S(=O)(=O)N2CCCCC2)ccc1Cl | 0% | i | 3% | -10% | 22% | VEEV TC-83 Vero 10K pilot screen=0.5
COc1cccc(NC(=O)CSc2ncnc3c2cnn3Cc2ccccc2)c1 | -1% | 2.4% | 1% | 1% | 27%
COc1cc(/C=C/C(=O)OCC(=O)NCc2ccccc2OC)ccc1O | 13% | 0.3% | 16% | 7% | 14%
Cc1c(CCO)c(=O)[nH]n1C(=O)c1c(F)cccc1F | 5% | 15µM* | -1% | 9% | -9%
O=C(COC(=O)/C=C/c1ccccc1Cl)Nc1cccnc1Cl | -6% | 1.5% | 1% | nt | 17%
Cc1c(N=C2NC(=O)/C(=C/c3ccc(O)cc3)S2)c(=O)n(-c2ccccc2)n1C | 3% | 1.8% | 1% | -2% | -7%
CCN(CC)S(=O)(=O)c1ccc(Nc2nc3ccccc3n3nnnc23)cc1 | 8% | 9.8% | 8% | 1% | -8%
COc1cccc(CN2CCN(C(=O)c3cc(-c4ccccn4)nc4ccc(Cl)cc34)CC2)c1 | -2% | 4.4% | 13% | -15% | 17%
O=C(NCCCNC(=O)c1ccc(-c2cccc(Cl)c2)o1)c1cnccn1 | 14% | 0.5% | 13% | -29% | -9%
c1ccc(Nc2nc(-c3ccccc3)ns2)cc1 | -6% | i | -1% | -12% | 7%
CCOc1ccc(NC(=O)C2CCN(C(=O)N3CCOc4ccccc43)CC2)cc1 | 20% | 2.3% | -4% | -10% | 31%
NCCCNc1ccc([N+](=O)[O-])cc1C(F)(F)F | -4% | i | 1% | 4% | 1%
CCOC(=O)c1cc(=O)c2ccc(OCC(=O)Nc3ccccc3)cc2o1 | 1% | 0.4% | 3% | -5% | 0%
COc1ccc(Br)cc1/C=c1\sc2nc(-c3ccco3)nn2c1=O | 5% | 6.9% | 2% | -9% | 34%
Nc1nc(SCc2ccc(Cl)cc2Cl)ns1 | 3% | i | 22% | 19% | 45%
Cc1cccc(NC2SC(=O)NC2=O)c1 (configuration not stated) | -4% | 1.3% | -8% | 5% | -6%
CN(C)S(=O)(=O)c1ccc(C(=O)Oc2coc(CSc3ncccn3)cc2=O)cc1 | -8% | 0.7% | 13% | 10% | 13%
CCCC(=O)N1CCN(c2nc3ccc(Br)cc3s2)CC1 | 0% | i | 11% | 19% | 61%
CC(C(=O)Nc1ccc(C#N)cc1)N(C)CC(=O)Nc1ccccc1Br (configuration not stated) | -1% | 0.4% | 0% | -7% | -4%
COC1OC(CO)C(N(C)C(C)=O)C1O (configuration not stated) | -9% | i | nt | nt | nt
COCCNC(=O)Cc1ccc(F)cc1 | 3% | 8.3% | -10% | -5% | 34%
NS(=O)(=O)c1cc(C(=O)N2CCNC(=O)C2)ccc1Cl | -6% | 2.3% | 0% | -1% | -5%

By substructure, the entries above with fluorine
SMILES | H1N1 NS1A inhibition | VEEV TC-83 Vero | M. tuberculosis HTS | PhoP GFP inhibition | M. tuberculosis | others
Cc1ccc(NC(=O)c2ccccc2F)c(NC(=O)c2ccccc2F)c1 | -3% | 7.9% | 3% | -2% | 1%
O=C(COC(=O)c1ccc(F)cc1Cl)NC1CCS(=O)(=O)C1 (configuration not stated) | 0% | 0.5% | -9% | nt | -13%
O=C(CN(Cc1ccccc1)S(=O)(=O)c1cccc(C(F)(F)F)c1)NC1CCCCC1 | -7% | 0.3% | -5% | -9% | -15%
Cc1c(CCO)c(=O)[nH]n1C(=O)c1c(F)cccc1F | 5% | 15µM* | -1% | 9% | -9%
NCCCNc1ccc([N+](=O)[O-])cc1C(F)(F)F | -4% | i | 1% | 4% | 1%
COCCNC(=O)Cc1ccc(F)cc1 | 3% | 8.3% | -10% | -5% | 34%

Other compounds
SMILES | H1N1 NS1A inhibition | VEEV TC-83 Vero | M. tuberculosis HTS | PhoP GFP inhibition | M. tuberculosis | others
CN(C(=O)COC(=O)c1ccccc1OCc1ccc(Cl)cc1)c1c(N)n(Cc2ccccc2)c(=O)[nH]c1=O | -7% | 0.4% | ? | 4% | -5%
O=C(c1cn(Cc2ccccc2)nc1-c1cccnc1)N1CCN(Cc2ccccc2)CC1 | -22% | 1.1% | -6% | nt | 12%
Cn1cnc([N+](=O)[O-])c1Sc1nc(N)nc2c1ncn2C1CC(O)C(CO)O1 (configuration not stated) | -14% | 2.7% | nt | nt | nt
CC(N=Cc1c(O)n(C2CC2)c(=S)[nH]c1=O)c1ccccc1 (configuration not stated) | 2% | i | -2% | 1% | 60%
C1=C(c2ccc(-c3ccccc3)cc2)Nc2ncnn2C1c1ccco1 (configuration not stated) | -2% | 0.5% | nt | nt | nt
COc1ccc(CCNC(=O)Cn2nnc3ccccc3c2=O)cc1 | 3% | 0.2% | -24% | -4% | -1%
CCOC(=O)N1CCC(NC(=O)CCc2c(C)nc3nc(C)nn3c2C)CC1 | 5% | 2.5% | 4% | 1% | -6%
CCOCC(=O)Nc1ccc(Br)c(C)c1 | nt | 1.6% | ? | 2% | nt
Cc1ccccc1C(=O)c1cccn1CC(=O)NCC1CCCO1 (configuration not stated) | -18% | 2.7% | 3% | -5% | -2%
COCCC(=O)N1CCC(Oc2ccc(C(=O)NC3CCOC(C)(C)C3)cc2)CC1 (configuration not stated) | 6% | i | 4% | 4% | -3%
COc1ccc([N+](=O)[O-])cc1NC1CCCCC1 | -3% | 1.5% | 2% | -3% | 4%
CC1=C(C(=O)OCc2ccccc2)C(c2ccc(C(C)(C)C)cc2)NC(=O)N1CCCCCC(=O)O (configuration not stated) | -6% | 0.7% | 5% | 8% | 9%
CCN(CC)S(=O)(=O)c1ccc(N2CCOCC2)c(NC(=O)c2sccc2C)c1 | -4% | 6.6% | 6% | nt | 6%
CCCCCc1cc(=O)oc2c(C(CCN3CCCC(C)C3)c3cc(OC)c(OC)c(OC)c3)c(OC)cc(OC)c12 (configuration not stated) | 11% | i | ? | -7% | ?
N#CC1=C(N)NC(SCC(=O)c2ccccc2)=C(C#N)C12CCCC2 | 7% | 9.9% | 94% | -11% | 27%
O=C(/C=C/c1ccc2c(c1)OCO2)Nc1cccnc1 | 0% | 2.2% | 6% | 3% | 1%
O=C(OCC(=O)N(c1ccccc1)C1CCCCC1)c1ccc(CO)cc1 | -15% | 0.2% | -3% | nt | 20%
O=C(COC(=O)c1cccc(Br)c1)NCCc1ccccc1 | -11% | 0.5% | 14% | -4% | ?
COc1ccc2cc(CO)c3cc(OC)c(OC)cc3c2c1 | 1% | 7.6% | 10% | nt | 14% | VEEV TC-83 Vero 10K pilot screen=8.5
CCCc1[nH]nc2c1C(c1ccc(OC)c(Cn3nc(C)c(Br)c3C)c1)C(C#N)=C(N)O2 (configuration not stated) | -8% | 1.7% | -5% | -4% | -5%
Cc1cc2oc(=O)cc(-c3ccccc3)c2c(C)c1-c1ccc(F)c(Cl)c1 | 18% | 0.5% | nt | nt | nt
Cc1ccc(-n2c(=O)[nH]c3c(oc4ccccc43)c2=O)cc1 | -12% | 5.0% | 6% | -13% | 0%
O=C(NCc1ccccc1)C1=C[C@H](c2coc3ccccc3c2=O)C[C@H](OCCCCO)O1 | 2% | i | -6% | 12% | 23% | VEEV TC-83 Vero 10K pilot screen=3.7
O=C(Nc1ccccn1)c1cc2cc([N+](=O)[O-])ccc2s1 | -11% | 13% | 8% | 0% | 29%
CCOc1ccc2nc(NC(=O)C3CCN(S(=O)(=O)c4cnc[nH]4)CC3)sc2c1 | 6% | 2.6% | -8% | -12% | 16%
C[C@]12CC[C@@H]3c4ccc(O)cc4[C@@H](O)C[C@H]3[C@@H]1CC[C@@H]2O | nt | nt | 8% | -7% | 0%
NCCNc1ccc(C(=O)N2c3ccccc3Sc3ccccc32)cc1[N+](=O)[O-] | 22% | i | 14% | -5% | 65%
O=C(NC1CCCC1)c1cc(-c2ccc(F)cc2)on1 | -8% | 3.2% | 6% | 15% | 76%
COc1ccc(NC(=O)CC(NCCc2ccccc2)C(=O)O)c(OC)c1 (configuration not stated) | 8% | 0.9% | -7% | 9% | -9%
C=CCNC(=O)COC(=O)CNC(=O)c1cc(Cl)cc([N+](=O)[O-])c1 | -1% | i | 1% | 10% | -15%

As a short view, some entries already given:
SMILES | H1N1 NS1A inhibition | VEEV TC-83 Vero | M. tuberculosis HTS | PhoP GFP inhibition | M. tuberculosis | others
COc1ccc(NC(=O)CC(NCCc2ccccc2)C(=O)O)c(OC)c1 (configuration not stated) | 8% | 0.9% | -7% | 9% | -9%
C=CCNC(=O)COC(=O)CNC(=O)c1cc(Cl)cc([N+](=O)[O-])c1 | -1% | i | 1% | 10% | -15%

Reprinted at random: 5 entries already listed.
SMILES | H1N1 NS1A inhibition | VEEV TC-83 Vero | M. tuberculosis HTS | PhoP GFP inhibition | M. tuberculosis | others
O=C(COC(=O)c1ccc(F)cc1Cl)NC1CCS(=O)(=O)C1 (configuration not stated) | 0% | 0.5% | -9% | nt | -13%
O=C(NCc1ccccc1)C1=C[C@H](c2coc3ccccc3c2=O)C[C@H](OCCCCO)O1 | 2% | i | -6% | 12% | 23% | VEEV TC-83 Vero 10K pilot screen=3.7
O=C(OCC(=O)N(c1ccccc1)C1CCCCC1)c1ccc(CO)cc1 | -15% | 0.2% | -3% | nt | 20%
Cc1c(CCO)c(=O)[nH]n1C(=O)c1c(F)cccc1F | 5% | 15µM* | -1% | 9% | -9%
CCN(CC)S(=O)(=O)c1ccc(N2CCOCC2)c(NC(=O)c2sccc2C)c1 | -4% | 6.6% | 6% | nt | 6%
